ssDAF12 agonist: activates DAF-12 receptor from parasite S. stercoralis | HEK293 ssDAF-12/GRIP1 lit1-tk-luc reporter, luminescence; % of 3 µM dafachronic acid response | activation, % at 6.8 µM | 1% of 370,000 active;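 active = activation above the mean over all tested compounds plus 3 SD, cut at about 0.9% in these data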;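 note: 0% = DMSO-only wells and 100% = 3 µM delta7-dafachronic acid wells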
hcDAF-12 act: activates DAF-12 receptor from parasite H. contortus; HEK293 hcDAF-12 lit1-tk-luc reporter, luminescence; 0% DMSO, 100% Δ7-dafachronic acid; activation, % at 6.8 µM; 1.4% of 370,000 active;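 active = activation above the mean of all tested compounds plus 3 SD, cut at about 5.5% in these data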;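 note: 100% = response to 3 µM Δ7-dafachronic acid high control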
ADAM17 inh: inhibitors of human ADAM17 | P78536 | recombinant ADAM17, EDANS/DABCYL FRET peptide cleavage | inhibition, % at 6.95 µM | 0.83% of 370,000 active | AID 720648;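 active = inhibition above the mean of compounds lying between control limits plus 3 SD, set per campaign, cut at about 8.5% in these data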;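 note: 0% = DMSO-only wells as the low control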
Target sequence (P78536 215-824 limits assumed): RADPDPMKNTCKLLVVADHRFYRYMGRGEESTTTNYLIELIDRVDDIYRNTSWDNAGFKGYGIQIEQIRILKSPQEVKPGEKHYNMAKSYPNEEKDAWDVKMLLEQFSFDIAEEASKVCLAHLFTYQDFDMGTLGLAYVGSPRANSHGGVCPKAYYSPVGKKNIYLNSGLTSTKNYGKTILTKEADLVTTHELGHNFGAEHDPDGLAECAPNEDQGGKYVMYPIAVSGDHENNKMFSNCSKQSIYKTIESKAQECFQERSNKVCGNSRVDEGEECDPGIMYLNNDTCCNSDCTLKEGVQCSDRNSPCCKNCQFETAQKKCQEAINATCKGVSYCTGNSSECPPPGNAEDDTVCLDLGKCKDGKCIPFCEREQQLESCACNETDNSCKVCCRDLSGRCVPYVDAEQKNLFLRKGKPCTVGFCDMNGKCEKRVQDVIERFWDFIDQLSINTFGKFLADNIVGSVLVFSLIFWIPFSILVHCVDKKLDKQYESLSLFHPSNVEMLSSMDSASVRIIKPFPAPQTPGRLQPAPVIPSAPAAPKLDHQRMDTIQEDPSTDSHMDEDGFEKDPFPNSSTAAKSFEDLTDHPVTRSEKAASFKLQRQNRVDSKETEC
PLC-beta3 inh: inhibitors of human phospholipase C beta3; Q01970; Purified PLC-beta3, fluorogenic substrate, fluorescence; inhibition, % at 12.2 µM; 0.18% of 370,000 active; in the data active = inhibition above about 11%;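 note: 0% = median of compound wells on plate and 100% = full blocker control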
MBD2 DNA inh: blocks human MBD2 binding to methylated DNA; 0.31% of 370,000 active; AID 686964; inhibition, % at 4.4 µM; TR-FRET, MBD2 binding to methylated oligonucleotide; in the data active = inhibition above about 13%
PLC-gamma1 inh: blocks human PLC-gamma1 enzyme activity. P19174. purified PLC-gamma1, fluorogenic substrate, fluorescence. inhibition, % at 12.2 µM. 0.84% of 370,000 active. AID 720700; in the data active = inhibition above about 9.5%
DAX1 inh-1: blocks DAX1 repression of SF-1 activated StAR promoter; HEK293T StAR-luciferase reporter, SF-1/DAX-1 repression relief; 1.1% of 370,000 active; inhibition, % at 6.8 µM; AID 652010;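 active = inhibition above the mean over all tested compounds plus 3 SD, cut at about 3.6% in these data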;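 note: 0% = DAX-1 cells with DMSO and 100% = cells lacking DAX-1 with DMSO; higher inhibition means more luminescence from relief of DAX-1 repression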
SMARCA2 activ: activators of SMARCA2 function; MG213 cells, MMTV-luciferase reporter, dexamethasone, overnight; activation, % at 9.1 µM; 1% of 370,000 active; AID 652017; in the data active = activation above about 7.8%;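 note: 0% = vehicle wells and 100% = reference activator wells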
DAX1 inh-2: inhibitors of human orphan nuclear receptor DAX1 (NR0B1). HEK293 Gal4-DAX1 luciferase reporter, luminescence. 0.99% of 340,000 active. P51843. inhibition, % at 6.75 µM. AID 504766;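 active = inhibition above the mean over all tested compounds plus 3 SD, cut at about 4.2% in these data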;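 note: 0% = DAX1-transfected cells with DMSO and 100% = empty-vector control cells with DMSO; inhibition shows as a rise in luminescence from relieved DAX1 repression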
Target sequence (P51843 207-470 limits assumed): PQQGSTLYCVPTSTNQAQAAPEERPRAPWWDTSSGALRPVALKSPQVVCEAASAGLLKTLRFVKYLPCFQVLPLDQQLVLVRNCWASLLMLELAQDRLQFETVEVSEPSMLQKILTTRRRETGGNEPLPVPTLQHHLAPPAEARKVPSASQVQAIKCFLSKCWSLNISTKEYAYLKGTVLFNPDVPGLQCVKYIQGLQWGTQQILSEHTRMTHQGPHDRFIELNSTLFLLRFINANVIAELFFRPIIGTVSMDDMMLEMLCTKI
hgDAF-12 ag: activates the H. glycines DAF-12 receptor ligand-binding domain. HEK293 GAL4-hgDAF12 UAS-luciferase reporter, agonist luminescence; normalized to butyrate control. activation, % at 6.8 µM. 1.8% of 370,000 active;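 active = activation above a cutoff set at the mean of all screened compounds plus 3 SD, cut at about 10% in these data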;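 note: 0% = DMSO wells and 100% = sodium butyrate wells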
NR1D1 modulator: modulates human Rev-erb alpha binding to DNA | AID 1259318 | Rev-erbα–FITC-DNA binding, fluorescence polarization, 90 min | activity, % at 10 µM | 0.79% of 370,000 active | P20393;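 active = activity above about 14%, limit read from the data; passing the limit was not always enough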;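 note: 0% = DMSO wells with 35 nM protein and 100% = DMSO wells with 750 nM protein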
Active calls of the source: *; i = inactive; nt = not tested or not shown. This is a random part of the collection; 7.4% or so of the library scored in one or more.

SMILES	ssDAF12 agonist	hcDAF-12 act	ADAM17 inh	PLC-beta3 inh	MBD2 DNA inh	PLC-gamma1 inh	DAX1 inh-1	SMARCA2 activ	DAX1 inh-2	hgDAF-12 ag	NR1D1 modulator
NC(=O)c1cc(-c2ccccc2)nc(N2CCOCC2)n1	-1.5	-1.6	-3.3	-14.3	4.3	-12.5	-0.6	-1.6	1.6	-1.1	6.3
O=c1oc2c(CN3CCOCC3)c(O)c(Cl)cc2c2c1CCCC2	-0.5	0.7	i	i	-4.1	i	0.2	0.8	-0.3	-1.5	0.6
C=CCN(CC(=O)NC1CC1)S(=O)(=O)c1cccc(C(F)(F)F)c1	-1.3	-1.6	-0.3	-2.2	-2.2	-1.0	0.3	1.7	-0.3	-0.1	1.8
COc1ccc(-c2ccc(CN3C(C(C)C)C(=O)N(Cc4cn(CC5CCCCC5)nn4)CCS3(=O)=O)cc2)cc1 (stereo not drawn)	-1.5	-2.6	3.6	-2.0	-2.1	1.7	0.3	-1.8	-0.1	-2.8	-5.1
Cc1ccc(Sc2cc(C(F)(F)F)nc(N(C)C)n2)cc1	-1.1	-0.1	-2.1	3.6	-0.9	2.7	-0.1	1.6	1.0	-1.4	-0.2
Cc1cccc(-c2cc(C(=O)Nc3ccc4c(c3)OCCO4)c3ccccc3n2)c1	-1.7	-3.2	-1.7	0.2	-3.2	0.0	-2.7	-0.6	-0.8	-5.4	-1.7
CCOC(=O)C1=C2c3ccc4ccccc4c3CC(C)(C)N2C(=O)C1=O	-0.5	0.6	-11.1	-58.5	2.8	-55.2	-1.0	-2.0	-1.8	-1.1	-6.6
Cc1n[nH]c(=O)nc1Nc1ccc(O)cc1	-0.9	-0.6	-2.8	4.0	-5.1	5.2	-0.1	0.6	-0.8	-1.3	-0.5
CCCCCCCCN1C(=O)[C@H](CC(=O)NCc2cccc3ccccc23)C[C@@]2(C(=O)OC)CC(C)(C)CC=C12	-1.2	0.3	0.5	0.3	-7.2	1.4	0.9	4.3	nt	-0.7	2.6
O=C(NC1=NCCS1)C1CCN(S(=O)(=O)c2cc([N+](=O)[O-])ccc2Cl)CC1	-1.3	0.0	-3.3	-13.1	1.4	-0.8	-1.6	-4.7	0.8	0.3	-7.2
Cc1cc(OCC(=O)Nc2ccccc2N2CCCC2)ccc1C(C)C	0.1	-0.4	-1.2	-9.3	-0.9	2.9	1.2	-1.4	2.7	1.1	2.2
CSc1ccccc1-c1nnc(NC(=O)Cc2ccccc2)o1	0.0	-0.6	0.0	-13.1	0.7	1.4	0.4	-2.7	0.6	-0.7	0.3
CCOC(=O)CC[C@H](NC(=O)Cn1cnc2c(OCc3ccccc3)ncnc21)C(=O)OCC	-0.9	-2.5	-4.2	1.6	0.7	-1.1	-1.4	-2.4	-1.1	1.3	0.0
Cc1cc(C)cc(-n2c(C)cc(/C=N/NC(=O)CSc3ncccn3)c2C)c1	-1.2	-2.8	-0.6	-8.1	-2.2	-3.3	-1.0	0.2	3.3	-0.8	-1.0
N#Cc1nc(Cc2cccc3ccccc23)oc1NCC1CCCO1 (stereo not drawn)	-1.3	-1.8	-4.1	-0.8	3.0	-22.4	-0.5	-4.0	-0.4	-1.2	0.1
CN1CCN(c2ccccc2NC(=O)c2ccc3c(c2)OCCO3)CC1	-1.4	-3.0	-2.1	-5.1	3.1	2.4	-0.6	-2.7	-1.1	0.5	4.6
Cc1c(S(=O)(=O)NC2CCCCC2)c(=O)n(C)c(=O)n1C	-1.2	0.8	-1.4	-6.3	2.8	3.0	-1.1	-1.4	1.4	-0.2	-1.1
O=C1CCC([N+](=O)[O-])C(c2ccc(-c3ccccc3)cc2)N1 (stereo not drawn)	-1.4	-1.4	-3.6	-5.3	-7.2	-1.9	-0.3	-2.5	1.0	-0.1	7.1
C/C(=N\NC(=O)c1ccc(Br)cc1)C1C(=O)c2ccccc2C1=O	-1.1	-0.6	5.6	-2.4	-10.3	-4.9	0.5	-0.1	0.0	2.5	-0.2
O=C(Cn1ncnn1)OCc1ccccc1Cl	-1.3	-1.3	-5.2	3.0	-2.4	0.6	-0.1	-0.7	1.3	0.0	2.8
Cc1cccc(N(C(=O)Cn2nnc3ccccc32)C(C(=O)NC(C)(C)C)c2ccsc2)c1 (stereo not drawn)	-1.3	1.8	1.4	3.0	-2.4	-0.5	0.1	-0.3	-0.4	-0.9	-0.1
COCCN(CCOC)c1ncnc2c1cnn2-c1ccccc1	-1.5	-1.2	-0.7	3.4	-2.2	-0.8	1.0	4.2	2.4	1.0	-4.8
S=c1[nH]nc(-c2c[nH]c3ccccc23)o1	-1.1	0.3	-41.6	-42.6	-2.0	-24.1	-0.3	2.9	0.0	-0.7	-3.6
COc1cc(-c2noc(CCC(N)=O)n2)cc(OC)c1OC	-1.3	-0.7	1.3	1.0	0.9	2.5	0.3	-2.6	nt	-0.8	-1.2

Molecules shown so far with a CF3 group:
SMILES	ssDAF12 agonist	hcDAF-12 act	ADAM17 inh	PLC-beta3 inh	MBD2 DNA inh	PLC-gamma1 inh	DAX1 inh-1	SMARCA2 activ	DAX1 inh-2	hgDAF-12 ag	NR1D1 modulator
C=CCN(CC(=O)NC1CC1)S(=O)(=O)c1cccc(C(F)(F)F)c1	-1.3	-1.6	-0.3	-2.2	-2.2	-1.0	0.3	1.7	-0.3	-0.1	1.8
Cc1ccc(Sc2cc(C(F)(F)F)nc(N(C)C)n2)cc1	-1.1	-0.1	-2.1	3.6	-0.9	2.7	-0.1	1.6	1.0	-1.4	-0.2

Additional entries follow.
SMILES	ssDAF12 agonist	hcDAF-12 act	ADAM17 inh	PLC-beta3 inh	MBD2 DNA inh	PLC-gamma1 inh	DAX1 inh-1	SMARCA2 activ	DAX1 inh-2	hgDAF-12 ag	NR1D1 modulator
Cc1ccc(NCCC(=O)c2ccc(Cl)cc2)cc1C	-0.4	1.0	-1.5	4.2	1.7	3.2	-0.7	0.1	0.0	1.3	-2.2
CCCC[C@@H]1C=C(C(=O)O)[C@H](c2ccc(C)cc2)N1S(=O)(=O)c1ccc(C)cc1	-1.3	0.1	-6.2	-3.1	2.0	-0.5	-0.2	-2.3	0.8	-3.5	5.6
Oc1oc(-c2ccccc2)nc1C=Nc1ccccc1	-0.8	1.3	0.2	1.4	3.3	2.0	2.1	4.7	1.9	4.6	-0.2
Cc1c(-c2ccc(F)cc2)nc(N)c(C#N)c1-c1cccnc1	-1.7	-1.3	-23.0	-50.1	1.7	-31.5	0.3	-2.7	nt	-2.8	0.1
COc1ccc2nc(C)cc(NCc3cccc(C(F)(F)F)c3)c2c1	-1.7	-2.6	-17.0	-75.7	-2.8	-53.9	-0.4	-0.4	-0.4	-1.2	-3.0
COc1nc(Cl)cn(-c2ccc(C)cc2)c1=O	-0.5	0.8	-2.5	0.8	4.6	-2.3	-0.3	-0.7	0.2	-1.2	-0.1
CCOC(=O)C1=C(N)OC2=C(C(=O)CC(C)(C)C2)C1c1cccs1 (stereo not drawn)	-1.6	-2.5	-6.3	0.3	0.9	-1.1	0.1	-0.3	-0.1	-0.3	0.4
CCC(=O)Nc1ccc(NC(=O)c2ccccn2)cn1	-0.3	3.9	-1.3	3.3	-4.8	0.1	2.0	1.0	-0.7	12.0*	-1.8
CN(C)CCCNc1cc(Cl)c(S(=O)(=O)N2CCCCC2)cc1C(=O)O	-1.5	-1.1	1.6	0.7	5.7	-3.6	0.2	-0.5	-0.9	-2.6	-4.5
C/C(=N\Nc1nc2c(s1)CCCC2)c1ccc(Cl)cc1	-0.1	6.3*	-14.0	-27.8	-3.5	-19.6	0.5	2.2	2.0	5.8	1.8
CCN(CC)CCNC(=O)c1ccc(NC(=O)c2cn(-c3ccc(F)cc3)nc2-c2cccc(OC)c2)cc1	-1.6	-1.3	1.2	1.7	-4.9	0.9	0.0	-1.5	0.2	0.2	-0.1
CCN(CC)CCCNC(=O)N[C@@H](Cc1ccccc1)C(=O)O	-1.5	1.0	-2.0	-1.4	-3.5	4.9	0.8	0.5	1.2	-1.4	-0.9
CN(C(=O)COC(=O)c1cc2ccccc2oc1=O)C1CCCCC1	0.1	-0.2	-27.7	-29.3	0.5	-16.2	2.8	-0.2	0.3	1.5	5.8
CC(=O)C(=Cc1ccc(-c2ccccc2)cc1)C(=O)c1ccccc1	-1.1	-0.5	3.0	-0.2	-4.7	-3.3	-1.4	-0.5	nt	0.5	-0.1
CCOC(=O)c1oc2ccccc2c1NC(=O)c1ccc2c(c1)OCO2	-2.0	-2.1	-0.7	-0.3	-3.1	0.2	-0.4	-0.1	-0.8	-1.5	1.1
COc1ccc(CCNC(=O)Cn2cnc3sc(C)c(-c4ccc(F)cc4)c3c2=O)cc1OC	-1.9	-2.0	2.5	1.6	-0.2	1.5	-0.9	1.8	0.0	-0.7	-3.4
COC(=O)c1ccc(CN2CCCC(C(=O)Nc3ccc(-c4ccn[nH]4)cc3)C2)cc1 (stereo not drawn)	-1.2	-2.1	2.4	-2.5	-3.6	0.8	-1.9	-3.9	-0.3	1.4	1.2
CCOc1ccc(S(=O)(=O)Nc2ccc(C(=O)NCC3CCCO3)cc2)cc1 (stereo not drawn)	-0.8	0.4	-1.6	-6.1	0.0	0.7	-0.5	0.1	-0.4	0.4	-5.4
O=c1c2ccccc2nnn1Cc1ccc2ccccc2c1	-0.7	-0.7	-2.3	-2.5	1.4	0.8	-0.8	-1.4	-0.1	7.3	-4.1
CCCC(=O)Nc1ccc(N2CCOCC2)cc1	-0.1	-1.1	-2.7	3.6	1.3	-1.2	0.5	2.9	1.6	1.9	0.8
O=C(c1ccco1)N1CCC(c2nc(-c3ccccc3Cl)no2)CC1	-1.2	-2.5	-3.5	-3.7	2.0	-3.6	-0.6	-4.0	-0.2	-1.2	-3.0
CN1CCN(c2ccc([N+](=O)[O-])cc2/C=N/NC(=O)c2cccc([N+](=O)[O-])c2)CC1	-0.9	-1.1	2.7	5.5	0.7	2.4	0.3	-3.1	nt	0.1	1.6
COc1ccccc1NC(=O)C1=C(C)NC(SCC(=O)c2ccc(C)cc2)=C(C#N)C1c1ccco1 (stereo not drawn)	-1.5	-1.8	4.8	-177.1	2.8	-150.6	0.3	-2.1	nt	-2.5	-3.9
COc1ccc(Cl)cc1S(=O)(=O)NC(C)C(=O)NCc1ccc2c(c1)OCO2 (stereo not drawn)	-1.1	-1.5	-0.7	-1.8	-2.3	3.3	-0.5	-1.7	-0.2	2.3	0.3
CCOc1ccc(S(=O)(=O)N2CCOCC2)cc1NC(=O)CSCC(=O)Nc1ccc(OC)cc1	-1.1	-1.9	-2.2	-34.0	7.0	0.7	-0.2	4.1	0.2	-0.5	-1.7
Cc1cc(C(=O)N2CCN(S(=O)(=O)c3ccccc3C#N)CC2)c(C)o1	-0.2	1.0	-0.4	-3.4	0.1	0.8	0.4	-2.2	0.1	2.8	7.0
CCOC(=O)[C@]12CCCC=C1N(Cc1ccc(OC)cc1)C(=O)[C@@H]2CC(=O)NCc1cccc(C(F)(F)F)c1	-1.2	-2.9	5.8	3.2	-7.8	-0.6	-2.1	-2.0	nt	0.3	-1.2
COc1ccccc1Nc1nc(N)nc(CN2CCCCC2)n1	-1.4	1.3	-4.2	-4.0	-0.5	-2.6	0.0	-1.3	1.0	-1.6	-7.8
CCOC(=O)c1c(C)[nH]c(C)c1C(=O)COC(=O)/C=C/c1cccc(Cl)c1	-1.8	-0.4	-2.4	-5.7	3.7	0.0	-0.8	-2.9	-0.8	2.7	7.7
